# NCI-60 one-dose screen, 48 h, at 10 µM unless noted. Numbers give growth in % (100 = growth as untreated, 0 = no growth, -100 = all killed).
# SNB-19: SNB-19 CNS cancer cells | hit rate 2.5% among 81,000 | AID 1794751
# PC-3: PC-3 prostate cancer cells. hit rate 3.9% among 80,000. AID 1794754
# DU-145: DU-145 prostate cancer; AID 1794760; hit rate 4.2% among 81,000
# HCC-2998: HCC-2998 colon cancer. hit rate 4.7% among 79,000
# KM12: KM12 colon cancer cells. hit rate 5% among 82,000. AID 1794800
# HT29: HT29 colon cancer. hit rate 7.4% among 81,000. AID 1794748
# SF-539: SF-539 CNS cancer | hit rate 6.8% among 81,000
# SNB-75: SNB-75 CNS cancer. hit rate 5% among 79,000
# SW-620: SW-620 colon cancer. hit rate 5.2% among 82,000
# Starred values were filed as active, the others as inactive; x = no result given; & = joins results of further samples. How the source made its calls: active means growth percent below 10; inactive means the rest. Random draw from the library; overall some 11% were active at least once.
entry	structure	SF-539	KM12	SNB-19	HCC-2998	SW-620	DU-145	SNB-75	PC-3	HT29
1	C#C[C@@]1(O)[C@@H](CO)O[C@@H](n2cc(-c3ccco3)c3c(N)ncnc32)[C@@H]1O	46	18	94	56	63	68	15	49	29
2	CCOc1ccc(-n2nc(C(=O)Nc3cccc(OC)c3)nc2-c2cc(OC)c(OC)c(OC)c2)cc1	90	71	84	x	100	95	68	59	78
3	C1CCC(C2CCCC2)CC1	107	100	105	103	103	97	94	104	101
4	COc1ccc(/C=C/c2nc(Nc3cccc(-c4ccn[nH]4)c3)c3ccccc3n2)cc1	90	84	98	101	92	98	89	83	105
5	Oc1ccc(N=Nc2ccccc2)cc1	92	98	104	94	102	103	86	97	95
6	O=C1N(Cc2ccccc2)c2ccccc2[C@]12Oc1ccccc1[C@H]1CC(c3ccc(F)cc3)=NN12	96	90	87	110	96	100	71	80	102
7	O=C1CCC(N2Cc3c(CCCCCNC(=O)c4ccc(Nc5ccnc(-c6cncc7ccccc67)n5)cc4)cccc3C2=O)C(=O)N1 (centres undefined)	82	92	93	103	99	107	98	96	101
8	N#Cc1c(-c2ccc(Cl)cc2)c(C#N)c(=O)n(Cc2nc3ccccc3[nH]2)c1N	104	86	94	111	97	100	95	81	107
9	CCN1/C(=C/C(C)=C/c2sc3ccc4ccccc4c3[n+]2CC)Sc2ccc3ccccc3c21	-98*	-94*	-96*	-76*	-94*	-100*	-94*	-84*	-81*
10	O=CN1N=C(c2ccc3c(c2)OCO3)CC1c1cn(-c2ccccc2)nc1-c1ccc(Cl)cc1 (centres undefined)	28	87	97	94	91	77	18	68	57
11	C/C(=N\NC(=O)c1sc(=S)n(C)c1N)c1ccc[nH]1	95	98	99	x	92	101	112	84	107
12	CCC(=O)C(CC)c1cccc(OC)c1 (centres undefined)	115	111	111	112	105	114	77	99	103
13	Cn1c(=O)[nH]c2nc(SC/C(=N/O)c3ccc([N+](=O)[O-])cc3)[nH]c2c1=O	89	98	101	104	98	104	90	93	104
14	Nc1c(Br)cc2c([nH]c(=O)c3ccccc32)c1Br	93	96	90	98	93	112	90	84	103
15	CCN(CC)c1ccc(/C=C2/C=Cc3ccccc32)cc1	96	88	99	135	97	115	90	74	74
16	CCCCC1COc2cccc3c2N1C=C/C3=C\C(=O)N(C)c1ccc(C(F)(F)F)cc1 (centres undefined)	105	101	92	113	101	99	92	86	100

# Looked up by structure from the list above:
entry	structure	SF-539	KM12	SNB-19	HCC-2998	SW-620	DU-145	SNB-75	PC-3	HT29
13	Cn1c(=O)[nH]c2nc(SC/C(=N/O)c3ccc([N+](=O)[O-])cc3)[nH]c2c1=O	89	98	101	104	98	104	90	93	104
10	O=CN1N=C(c2ccc3c(c2)OCO3)CC1c1cn(-c2ccccc2)nc1-c1ccc(Cl)cc1 (centres undefined)	28	87	97	94	91	77	18	68	57

# Further compounds:
entry	structure	SF-539	KM12	SNB-19	HCC-2998	SW-620	DU-145	SNB-75	PC-3	HT29
17	COc1cc(-c2nc(SC(C)C)nc(Nc3ccc(F)c(Cl)c3)c2C#N)cc(OC)c1OC	97	103	90	107	94	111	98	101	117
18	O=c1[nH]nc(-c2ccccc2)c2sc3ncc(-c4ccc(Br)cc4)n3c12	41	34	45	90	35	29	20	50	9.1*
19	COc1ccc(-c2cnc(N)nc2-c2ccc(OC)cc2O)cc1	88	45	100	103	96	99	92	92	86
20	CC1=C(CCN2CCCCC2)C(=O)N2N=C(c3ccccc3)OC2N1 (centres undefined)	87	99	97	97	107	104	78	112	125
21	CCCCCCCCCCCCCCCC(=O)OC1[C@@H](OC(=O)CCCCCCCCCCCCCCC)[C@@H](C(=O)N[C@@H](CCCCN)C(=O)OC)O[C@H]1n1cnc2c(=O)[nH]c(NC(=O)C(C)C)nc21 (some centres undefined)	103	95	93	101	104	107	94	103	98
22	COC(=O)/C=C1/SC(=Nc2ccccc2)N(CCc2c[nH]c3ccccc23)C1=O	113	95	94	113	97	96	99	92	94
23	CC[C@H]1OC(=O)[C@H](C)[C@@H](O[C@H]2C[C@@](C)(OC)[C@@H](O)[C@H](C)O2)[C@H](C)[C@@H](O[C@@H]2O[C@H](C)C[C@H](N(C)C)[C@H]2O)[C@](C)(O)C[C@@H](C)C(=O)[C@H](C)[C@@H](O)[C@]1(C)O	91&112	110&107	106&109	109&101	111&107	122&117	86&77	94&90	94&96
24	COc1ccc(-c2csc(Nc3ccc(F)c(F)c3)n2)cc1OC1CCCC1	96	60	121	92	91	91	94	63	67
25	NC(=O)c1nn(-c2ccc(Cl)cc2)nc1N1CCCC1	91	101	94	96	88	86	99	98	91
26	COc1cc2nc(N(C)CCCNC(=O)C3CCCO3)nc(N)c2cc1OC (centres undefined)	102	103	110	128	98	109	94	83	102
27	CS(=O)(=O)Nc1cc(-c2ccc3ncnc(Nc4ccc5c(cnn5Cc5ccc(F)cc5)c4)c3c2)cnc1Cl	28	72	47	59	43	62	-10*	38	53
28	CC(C)c1ccc(C(=O)CCCCl)cc1	98	108	113	111	106	104	86	96	100
29	COc1ccc(-c2nn([C@H]3CC(=O)[C@@H]4OC[C@H]3O4)c(=S)n2C)cc1	95	93	105	97	104	107	94	100	97
30	CC1(C)CC([P+](c2ccccc2)(c2ccccc2)c2ccccc2)=NN1	51	22	44	18	48	50	34	29	25
31	O=c1c2cc(F)ccc2sc2c(NCc3ccccc3)nc3ccccc3c12	105	96	102	109	98	99	78	103	83
32	CCCCCCCCN(CCCCCCCC)CC(O)c1cc(Cl)c(Cl)cc1C (centres undefined)	105	92	x	87	73	107	96	92	70
33	Cn1c(=O)c2c(nc(CCC3CCCC3)n2C)n(C)c1=O	112	104	98	111	109	112	80	105	x
34	C[N+](C)(C)/C=C/c1ccccc1	100	111	101	x	103	120	106	93	115
35	O=[N+]([O-])c1ccc(Sc2nc3ccccc3[nH]2)c(Cl)c1	105	97	101	106	103	108	104	95	120
36	COc1cc(C=O)ccc1OC(C)=O	104	105	110	103	109	102	97	96	109
37	CS(=O)(=O)c1ccc(-c2cc3c(Nc4ccc(F)c(Cl)c4)ncnn3c2)cn1	89	76	89	99	87	63	97	79	87
38	O=C(CCN1C(=O)/C(=C/c2ccccc2)SC1=S)Nc1ncc(Cc2ccc(Cl)cc2)s1	95	102	95	97	102	105	87	x	101
39	O=C(O)c1ccc(OCCOc2ccc([N+](=O)[O-])cc2)c(Cl)c1	96	102	108	104	110	102	81	105	102
40	Nc1ccc2cccc(O)c2c1	99	89	91	x	105	105	93	76	99
41	Cc1ccc(O)cn1	93	114	113	101	121	120	110	100	97
42	CN(C)c1ccc([C@@H](C(=O)Nc2cccc([N+](=O)[O-])c2)N(C(=O)c2cc3ccccc3[nH]2)c2cccc([N+](=O)[O-])c2)cc1	90	103	98	107	99	107	78	83	101
43	N#CCCN1C(=O)c2ccccc2C1=O	110	103	94	85	109	107	96	89	96
44	Cc1ccc(C(=O)NN2C(=O)CSC2c2ccccc2)cn1 (centres undefined)	119	103	108	104	102	117	104	95	122
45	O=C(O)CSC(SCC(=O)O)c1ccccc1Cl	95	110	104	111	115	115	89	106	100
46	COc1ccccc1Cn1cc2c(c1-c1cc(OC)c(OC)c(OC)c1)CCCc1cnoc1-2	88	90	85	93	79	91	77	64	58
47	COc1ccc(NC(=O)CN2CCN(c3cc(=O)[nH]c4ccc(F)cc34)CC2)cc1	95	96	94	102	99	95	93	97	101
48	O=C(Nc1ccc(Cl)cc1)c1cc2ccccc2cc1OP(=O)(O)O	32	56	22	48	42	25	24	25	103
49	COc1ccc2c(c1)[nH]c(=O)c1c3cc(OC)ccc3cn21	7.1*	-13*	26	32	-2.4*	0.9*	75	0.6*	x
50	COc1cc(/C=C2\SC(=S)NC2=O)ccc1O	53	88	46	89	79	89	30	67	103
51	C=C(C)[C@@H]1CC[C@]2(C(=O)O)CC[C@]3(C)[C@H](CC[C@@H]4[C@@]5(C)C[C@@H](CC#Cc6ccc(Cl)cc6)C(=O)C(C)(C)[C@@H]5CC[C@]43C)[C@@H]12	57	26	54	50	41	39	70	26	30
52	NS(=O)(=O)Oc1ccc2c(c1)O/C(=C\c1ccc(-c3ccccn3)cc1)C2=O	99	93	91	106	99	104	100	87	86
53	Cc1[nH]c2ccccc2c1C1Cc2ccccc2N1C(=O)c1ccccc1 (centres undefined)	99	94	99	97	102	103	83	71	60
54	CN(C)c1ccc(N=C2C=CC(=[N+](C)C)C=C2)cc1	67	36	63	67	84	104	77	45	72
55	CCCC(=O)NC(c1cccnc1)c1cc(C)c2cccnc2c1O (centres undefined)	23	38	61	64	33	47	77	57	21
56	O=C(CSc1nc2ccccc2c(=O)n1-c1ccccc1)c1cc2cc(Cl)ccc2oc1=O	105	97	96	114	101	96	89	85	107
57	CC1CCCc2c1nn(-c1cc(-c3ccccc3)no1)c2N (centres undefined)	97	100	97	98	119	176	94	x	97
58	Cc1ccc(Nc2cc(=O)[nH]c(N)n2)cc1	98	99	100	99	109	101	87	88	99
59	Cc1cnc(SCc2ccc(Cl)cc2Cl)nc1SCc1ccc(Cl)cc1Cl	104	106	100	102	93	108	98	93	101
60	O=c1[nH]c2c([nH]1)c1c3ccccc3[nH]c1c1c3ccccc3[nH]c21	97	87	102	95	93	103	77	81	92
61	O=C(Nc1cc(C(F)(F)F)cc(C(F)(F)F)c1)Nc1cc(F)c(F)cc1C(=O)O	93	97	88	104	99	100	80	87	104
62	COc1cc(CCCOC(=O)/C=C/c2ccc(O)cc2)cc(OC)c1O	90	92	99	x	105	101	72	77	99
63	C#CCN1CCC2(CC1)N(Cc1cn([C@@H]3O[C@H](COC(C)=O)[C@@H](OC(C)=O)[C@H](OC(C)=O)[C@@H]3OC(C)=O)nn1)C(=O)c1ccccc1N2CC#C	106	103	97	102	100	112	88	93	98
64	CC(C)C1=NOC(=O)C1=Cc1cn(-c2cccnc2)nc1-c1ccccc1	104	102	94	111	89	104	88	94	99

# 4 entries from above, field by field:
60: O=c1[nH]c2c([nH]1)c1c3ccccc3[nH]c1c1c3ccccc3[nH]c21
  SF-539 = 97
  KM12 = 87
  SNB-19 = 102
  HCC-2998 = 95
  SW-620 = 93
  DU-145 = 103
  SNB-75 = 77
  PC-3 = 81
  HT29 = 92
61: O=C(Nc1cc(C(F)(F)F)cc(C(F)(F)F)c1)Nc1cc(F)c(F)cc1C(=O)O
  SF-539 = 93
  KM12 = 97
  SNB-19 = 88
  HCC-2998 = 104
  SW-620 = 99
  DU-145 = 100
  SNB-75 = 80
  PC-3 = 87
  HT29 = 104
62: COc1cc(CCCOC(=O)/C=C/c2ccc(O)cc2)cc(OC)c1O
  SF-539 = 90
  KM12 = 92
  SNB-19 = 99
  HCC-2998 = x
  SW-620 = 105
  DU-145 = 101
  SNB-75 = 72
  PC-3 = 77
  HT29 = 99
63: C#CCN1CCC2(CC1)N(Cc1cn([C@@H]3O[C@H](COC(C)=O)[C@@H](OC(C)=O)[C@H](OC(C)=O)[C@@H]3OC(C)=O)nn1)C(=O)c1ccccc1N2CC#C
  SF-539 = 106
  KM12 = 103
  SNB-19 = 97
  HCC-2998 = 102
  SW-620 = 100
  DU-145 = 112
  SNB-75 = 88
  PC-3 = 93
  HT29 = 98

# Following part:
entry	structure	SF-539	KM12	SNB-19	HCC-2998	SW-620	DU-145	SNB-75	PC-3	HT29
65	O=C1C=CC(=O)N1C1c2ccccc2-c2ccccc21	98	107	105	114	15	103	75	94	93
66	COc1nc2cc(C)ccc2cc1-c1nc2c(cnn2-c2ccccc2)c(=O)[nH]1	100	100	97	111	99	108	99	93	117
67	COc1ccc2[nH]c(=O)c(CSc3ccccc3Nc3nccc(-c4ccc(Cl)cc4)n3)cc2c1	22	32	57	38	50	49	24	39	17
68	COc1cccc(-c2nc3ccccc3n3cccc23)c1OC	106	112	113	102	101	120	121	81	118
69	CC(C)(C)[Si](C)(C)OC1[C@@H](CNC(=O)NC(=O)CCl)O[C@@H](n2cnc3c(N)ncnc32)[C@H]1O[Si](C)(C)C(C)(C)C (some centres undefined)	15	-82*	x	-70*	-82*	23	50	-83*	-75*
70	O/N=C/c1cccs1	97	110	107	111	104	116	94	101	107
71	Cn1c2ccccc2c2c3[nH][nH]c(=O)c3c3c4ccccc4[nH]c3c21	-21*	11	33	26	21	11	37	x	43
72	Cc1cc(N)c2cc(N)ccc2n1	103	102	106	102	90	103	94	92	112
73	Cc1cnc(NS(=O)(=O)c2ccc(N)cc2)nc1-c1ccccc1O	93	106	97	109	96	105	93	103	100
74	C=C(Br)CN(C(C)=O)C1CCCCC1	103	98	103	104	104	111	92	90	98
75	COc1ccc(N=c2sc(C3=c4cc(Cl)ccc4=NC3=O)c(O)n2Cc2nc3ccccc3[nH]2)cc1	97	98	105	91	49	32	56	84	69
76	COc1cc(/C=C/C(=O)c2cccc(-n3cc(-c4ccc(Cl)cc4)[nH]c3=O)c2)cc(OC)c1OC	34	46	75	76	-19*	37	85	48	-12*
77	CCOC(=O)c1cc2c(n1Cc1ccc(C)cc1)-c1oncc1CC2	107	102	106	122	94	108	99	109	108
78	CCn1c(SCc2ccccc2)nnc1-c1nn(-c2ccc(Cl)cc2Cl)c(-c2ccc(Cl)cc2)c1C	91	57	75	86	71	79	71	26	74
79	CC(=O)OCCc1sc[n+](Cc2cnc(C)nc2N)c1C	102	107	99	115	112	111	96	110	109
80	O=[N+]([O-])c1cc(NS(=O)(=O)c2ccccc2)ccc1NS(=O)(=O)c1ccccc1	118	103	108	99	84	87	125	81	85
81	COc1ccc2nc(NC(=O)c3cccnc3Nc3ccc(Cl)cc3)sc2c1	81	103	100	94	104	104	107	x	95
82	CC1CC(C)(C)NC(c2ccc(C(C)(C)C)cc2)=N1 (centres undefined)	108	100	107	97	106	110	99	98	95
83	S=C(Cc1ccccc1)Nc1ccccc1	94	110	89	x	104	118	89	87	107
84	COc1ccc(C2=NN(C(C)=O)C(c3ccc(OCc4ccc(Cl)cc4)c(OC)c3)C2)cc1OC (centres undefined)	64	39	51	83	61	51	61	24	40
